Bioassay records (PubChem BioAssay)
PLCb3 inh = PLC-beta3 (human) inhibition, primary screen; Q01970; Purified PLC-beta3, fluorogenic substrate, fluorescence; inhibition, % at 12.2 µM; 370,000 tested, 0.18% active; in the data active = inhibition above about 11%;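 also: 0% = median of compound wells on plate and 100% = full blocker control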
MBD2 inh = inhibitors of human MBD2 binding to methylated oligonucleotide; Q9UBB5; TR-FRET; inhibition, % at 4.4 µM; 370,000 tested, 0.31% active; AID 686964; in the data active = inhibition above about 13%
DDE Tn6 FP inh = inhibitors of Tn6 peptide binding to human fibrin DD(E) | inhibition, % at 8.3 µM | Fibrin DD(E) TRITC-Tn6 fluorescence polarization displacement | AID 720509 | 370,000 tested, 0.21% active;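 active = inhibition above a per-campaign cutoff: mean of compounds within control limits plus 3 SD, cut at about 15% in these data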;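 also: 0% = median of all compound wells on the plate and 100% = blocking peptide control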
proKLK7 act = proKLK7 (human) activation, primary screen; AID 652039; activation, % at 7 µM; purified proKLK7, EDANS-DABCYL substrate fluorescence; 100% is mature enzyme control, 0% vehicle; 370,000 tested, 0.9% active; P49862;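 active = activation above the mean of all tested compounds plus 3 SD, computed per campaign excluding outliers beyond control limits, cut at about 13% in these data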
DDE Tn7 FP inh = inhibitors of Tn7 peptide binding to human fibrin DD(E); P02675; FP displacement of FITC-Tn7 peptide from fibrin DD(E); 0% = median of compound wells per plate; inhibition, % at 8.3 µM; 370,000 tested, 0.13% active; AID 720508;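 active = inhibition above the mean of compounds falling within the control limits plus 3 SD of them, cut at about 14% in these data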;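 also: 0% = plate median of compound wells and 100% = 10 µM Aha-Tn7 peptide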
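Assay system: Human fibrin DD(E) protein | Medium: Tris buffer with calcium and detergent, pH 7.8 | Reagent: 0.1 µM fluorescent Tn7 | Compound dosing: Single point at 8.3 µM | Times: 10 min preincubation, 3 h with tracer, room temperature | Detection: Fluorescence polarization of the labelled Tn7 tracer | Controls: Aha-Tn7 high control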
UHRF1 MBD2 ctr = blocks human UHRF1 binding to methylated DNA; 370,000 tested, 0.75% active; UHRF1 binding to methylated oligo, TR-FRET; inhibition, % at 4.4 µM; in the data active = inhibition above about 21%;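 also: UHRF1 SRA domain binding a hemimethylated CpG hairpin DNA probe; 0% = median of test compound wells and 100% = reference inhibitor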
Target sequence (Q96T88 whole entry, looked up, the tested form may be a part): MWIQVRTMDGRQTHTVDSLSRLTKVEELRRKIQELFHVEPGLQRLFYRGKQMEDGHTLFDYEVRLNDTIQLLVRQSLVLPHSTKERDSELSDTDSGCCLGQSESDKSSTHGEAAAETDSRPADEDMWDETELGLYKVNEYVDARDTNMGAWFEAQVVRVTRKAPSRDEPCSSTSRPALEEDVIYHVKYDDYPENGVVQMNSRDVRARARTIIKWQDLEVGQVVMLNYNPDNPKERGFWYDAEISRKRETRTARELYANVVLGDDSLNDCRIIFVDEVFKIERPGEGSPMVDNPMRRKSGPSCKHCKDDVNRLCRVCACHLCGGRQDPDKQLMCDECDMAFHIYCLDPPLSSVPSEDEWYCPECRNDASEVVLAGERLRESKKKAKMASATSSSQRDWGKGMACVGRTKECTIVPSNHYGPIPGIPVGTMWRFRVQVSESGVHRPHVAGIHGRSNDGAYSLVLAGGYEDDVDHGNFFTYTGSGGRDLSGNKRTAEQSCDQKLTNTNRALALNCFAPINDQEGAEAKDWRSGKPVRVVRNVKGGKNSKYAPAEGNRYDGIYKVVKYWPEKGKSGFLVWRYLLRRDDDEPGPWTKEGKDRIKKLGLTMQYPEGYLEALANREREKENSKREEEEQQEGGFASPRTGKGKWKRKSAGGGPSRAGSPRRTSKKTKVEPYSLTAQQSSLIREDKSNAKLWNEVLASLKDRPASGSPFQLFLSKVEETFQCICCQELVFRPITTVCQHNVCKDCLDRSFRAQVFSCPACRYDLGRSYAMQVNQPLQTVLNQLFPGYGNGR
PLCg1 inh = blocks human PLC-gamma1 enzyme activity; inhibition, % at 12.2 µM; P19174; 370,000 tested, 0.84% active; purified PLC-gamma1, fluorogenic substrate, fluorescence; in the data active = inhibition above about 9.5%
ARFGAP1 inh = rat ARFGAP1 inhibition; Q62848; Arfgap1-stimulated ARF1 GTP hydrolysis, GDP FP detection; inhibition, % at 16.5 µM; 360,000 tested, 0.26% active; AID 651572;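 active = inhibition above a per-plate limit, mean inhibition of low control wells plus 3 SD, cut at about 25% in these data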;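 also: 0% = DMSO wells with enzyme and 100% = wells lacking Arfgap1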
Target sequence (Q62848 1-136 limits assumed): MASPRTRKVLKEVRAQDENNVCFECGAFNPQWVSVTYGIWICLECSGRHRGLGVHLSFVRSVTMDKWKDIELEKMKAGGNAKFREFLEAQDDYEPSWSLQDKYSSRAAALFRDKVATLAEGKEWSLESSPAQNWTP
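material = rat Arfgap1 catalytic domain, aa 1-136 | also added = human ARF1(Δ1-17)-GTP substrate | compound dosing = one concentration, 16.5 µM, DMSO 1.26% | times = GTP hydrolysis reaction 2 h at 25 °C | measured by = FP, GDP Alexa 633 tracer displaced from anti-GDP antibody, 620/688 nm | evaluation = percent inhibition of Arfgap1-stimulated GTP hydrolysis | replication = single well per compound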
ADAM17 inh = inhibitors of human ADAM17; P78536; recombinant ADAM17, EDANS/DABCYL FRET peptide cleavage; inhibition, % at 6.95 µM; 370,000 tested, 0.83% active;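 active = inhibition above the mean of compounds lying between control limits plus 3 SD, set per campaign, cut at about 8.5% in these data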;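 also: 0% = DMSO-only wells as the low control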
ASAP1 inh = ASAP1 ArfGAP inhibition; ASAP1-stimulated ARF1 GTP hydrolysis, GDP FP detection; inhibition, % at 16.5 µM; 360,000 tested, 0.19% active; in the data active = inhibition above about 25%;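 also: 0% = vehicle with enzyme and substrate and 100% = no enzyme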
The depositor's hits bear a star; i = inactive; & = joins results of further samples.

SMILES	PLCb3 inh	MBD2 inh	DDE Tn6 FP inh	proKLK7 act	DDE Tn7 FP inh	UHRF1 MBD2 ctr	PLCg1 inh	ARFGAP1 inh	ADAM17 inh	ASAP1 inh
C=C(CO)CC1CC(O)[C@]2(C)OC3CC4OC5C[C@]6(C)O[C@]7(C)CCC8OC9C[C@]%10(C)OC%11C(C)=CC(=O)OC%11CC%10OC9C[C@@H](C)C8OC7CC6O[C@]5(C)C/C=C\C4OC3CC2O1 (some centres not stated)	3	-2	7	-0.5	0	2	2	-17	-2	19
CC1CN(c2ccc([N+](=O)[O-])c(N3CCCCC3)c2)CCN1 (configuration not stated)	-2	-16	5	0.3	-9	-9	4	-2	2	-10
CC(=O)c1cccc(NC(=O)N2C[C@H]3C[C@@H](C2)c2cccc(=O)n2C3)c1	-4	-2	-8	0.7	1	4	3	0	-3	11
CC(C)OC(=O)c1c(N)n(Cc2ccco2)c2nc3ccccc3nc12	-467	-6	-1	7.4	-1	-4	-382	3	-361	12
C=CCn1c(O)c(/C(C)=N/NC(=S)Nc2ccccc2)c(=O)[nH]c1=O	-27	0	-2	-0.6	-3	-2	-15	-11	-5	1
CCCCCCN1CCN(c2ccccc2Cl)CC1	4	-3	2	0.3	-5	-2	-3	-13	0	2
CCCCCn1c(=O)c(C(=O)NCc2ccccn2)c(O)c2ccccc21	4	6	-5	-0.4	1	-2	2	-4	-1	-8
CC(=O)OC1C(O)C(C)OC(OC2C(OC(=O)C3CCC4C(C3)OC3(CC(OC(=O)/C=C/c5ccccc5)C(C)CO3)C43CO3)OC(C)C(O)C2OC(C)=O)C1O (configuration not stated)	-7	-3	6	-0.2	4	0	-3	1	-2	-6
CCOc1ccc(N2C(=O)NC(=O)/C(=C\c3ccc(N4CCCCC4)o3)C2=O)cc1	-6	2	-10	-0.3	-3	-2	5	2	-2	13
CC(=O)OC1(c2ccccc2)CCN(C2CCCCC2)CC1C (configuration not stated)	6	1	-5	-0.2	-4	-3	2	-4	0	2
Cc1cccc(NP(=O)(Oc2ccccc2F)Oc2ccccc2F)c1	-4	-2	0	0.4	1	-2	-2	12	7	-1
CN1C2CCC1CC(=NO)C2	4	-2	1	-0.1	-3	-3	3	-2	-2	1
Cc1cc(OCCCC(=O)NCc2cccs2)ccc1Cl	-2	-2	-4	0.5	-4	2	0	0	0	1
COC(=O)C1=C(c2cccc(OC)c2OC)C[C@@H]2CC[C@H]1N2C(=O)NCCS(C)=O (some centres not stated)	-3	9	-1	0.4	-3	1	-2	-3	-6	5
CCCNC(=O)Cn1cnc2sc(C(=O)N3CCC4(CC3)OCCO4)c(C)c2c1=O	6	2	-11	0.9	-1	2	5	-14	0	2
O=C1NC(=O)N(Cc2ccccc2)C(=O)/C1=C\N1CCCc2ccccc21	-87	-6	7	-3.2	5	-6	-66	-4	-29	-11
O=C(NCc1ccccc1)c1cccn(Cc2cccc(Cl)c2)c1=O	-14	2	-4	0.7	6	1	-7	1	-38	7
CN(Cc1c[nH]c2ccccc12)C1CCCCC1	-3	-4	-3	0.3	-1	0	0	5	1	-5
O=C(O)C1C2CCC(O2)C1C(=O)Nc1cccc(Br)c1 (configuration not stated)	-13	3	-3	-0.2	-4	3	1	9	-2	6
CCc1ccccc1N1C(=O)NC(=O)/C(=C\c2cc(C)n(C)c2C)C1=O	-6	0	8	0.3	-6	0	-1	1	2	1
CCCCCn1c(=O)c(C(=O)Nc2nc3ccccc3[nH]2)c(O)c2ccccc21	-10	0	1	0.2	-6	-1	-2	-3	-6	-11
NC(=O)CN1CC(c2ccccc2)CC1=O (configuration not stated)	2	-1	-5	0.3	-8	2	-1	7	-3	24
C[C@]12CC[C@@H](O)CC1=CC(=O)C1C2CC[C@]2(C)C(=O)CCC12 (some centres not stated)	-1	-2	0	0.0	3	-1	0	3	-4	3
CC(=NCCCN1CCCCC1)c1c(O)n(Cc2ccccc2)c(=O)[nH]c1=O	0	0	12	0.0	-4	-1	4	-3	1	-3
COc1ccc(N=C(C)c2c(O)n(C3CCCCC3)c(=O)[nH]c2=O)c(OC)c1	-6	3	0	0.0	-3	4	-2	0	-3	-4
SMILES	PLCb3 inh	MBD2 inh	DDE Tn6 FP inh	proKLK7 act	DDE Tn7 FP inh	UHRF1 MBD2 ctr	PLCg1 inh	ARFGAP1 inh	ADAM17 inh	ASAP1 inh
Oc1cc2c(cc1CN1CCN(c3ccccc3)CC1)CCC2	2	2	-5	0.3	-8	-3	3	10	-3	11
O=c1[nH]c2ccccc2n1C1CCN(C(c2nnnn2-c2ccc3c(c2)OCCO3)C2CC2)CC1 (configuration not stated)	3	-4	-2	0.0	1	-1	1	23	1	3
CC(=O)C1C2c3ccccc3OC1(C)N=c1s/c(=C/c3cnn(C)c3)c(=O)n12 (configuration not stated)	3	-1	3	0.4	-4	1	3	2	0	-6
COc1cccc(OC)c1C(=O)NC(=S)N1C[C@H]2C[C@H](C1)c1cccc(=O)n1C2	3	3	-8	1.1	-2	2	1	6	2	3
Cn1c(O)c(C=NCCN2CCOCC2)c(=O)n(C)c1=S	-5	1	-4	-0.6	-2	0	-2	8	-2	3
CC(C)CCC1(CCc2ccncc2)C(=O)NC(=O)NC1=O	2	4	4	0.2	6	2	0	-3	-4	7
COc1cc(OC)cc(C(=O)NCCN2CCC3(CC2)C(=O)NCN3c2ccccc2)c1	0	-1	3	0.1	-4	-3	-2	1	-3	5
COC1/C=C/C=C(\C)Cc2cc(O)c(Cl)c(c2)N(C)C(=O)CC(OC(=O)C(C)C)C2(C)OC2C(C)C2CC1(O)NC(=O)O2 (configuration not stated)	3	4	-6	0.5	1	-1	4	-5	2	13
O=S(=O)(c1ccccc1)N1Cc2ccccc2-n2nncc2C1	1	0	-4	0.0	2	0	-2	3	-2	5
O=[N+]([O-])c1ccc(C2C3C(c4ccccc4)=NC4(CCCCC4)N32)cc1 (configuration not stated)	2	1	-2	-0.1	-3	-3	0	-8	-2	0
O=C(NCCN1CCC2(CC1)C(=O)NCN2c1ccccc1)c1ccc(F)cc1	1	-5	-6	0.5	2	-2	2	-16	-6	-12
COC(=O)C1=C(c2cccc(OCc3ccccc3)c2)C[C@@H]2CC[C@H]1N2C(=O)NCc1ccc(OC)c(OC)c1	2	5	1	0.4	2	0	4	-3	1	5
COc1ccc(OC)c(N2C(=O)NC(=O)/C(=C/c3ccc([N+](=O)[O-])s3)C2=O)c1	-13	-2	-7	0.9	-5	1	-8	-12	-6	-8
CCCCCCN=C(C)c1c(O)n(CCCC)c(=O)[nH]c1=O	1	-2	-2	-0.3	4	-2	0	-8	-1	8
C[C@]12CCC3C(CC[C@H]4C[C@H](O)CC[C@]34C)C1C[C@@H](O)[C@@H]2O (some centres not stated)	-2	1	1	0.1	0	0	1	2	-4	14
N#Cc1ccccc1NC(=O)CN1CC=C(c2ccccc2)CC1	-3	-2	-11	0.2	-5	-2	-1	-5	-3	6
CCN(CC)CCCN=Cc1c(O)n(CCc2ccc(OC)c(OC)c2)c(=O)[nH]c1=O	0	1	-2	-0.1	3	0	18*	-4	-5	-3
C=CCN(c1ccc(C(=O)N(CC)CC)cc1)S(C)(=O)=O	0	7	-6	-0.5	-1	6	3	12	0	-5
COC(=O)c1c(C)n(Cc2ccco2)c2ccc(O)cc12	3	1	1	0.5	-4	-3	4	-3	1	-4
O=C(c1ccc2c(c1)N(Cc1ccccc1)CCS2)N1CCC2(CC1)OCCO2	i	0	4	2.0	-4	4	i	4	-150	-4
N#CC(C#N)=Cc1ccc(C=C(C#N)C#N)cc1	-12	-2	-7	0.7	2	-4	-8	16	-2	13
Nc1ccc(S(=O)(=O)N2CC3CC(C2)c2cccc(=O)n2C3)cc1 (configuration not stated)	1	-1	-3	-0.2	0	-1	-1	7	-1	3
O=C(CN1C(=O)CN=C(c2ccccc2)c2ccccc21)NCc1ccco1	4	-2	5	0.3	-9	-1	0	7	-1	-3
Cc1ccc(N2C(=O)NC(=O)/C(=C/c3ccc(OC(=O)c4cccs4)cc3)C2=O)cc1	-14	3	-2	-1.3	-3	0	-8	0	-6	-7
CCOP(=O)(OCC)C(NC(=O)c1cccc2ccccc12)C(Cl)(Cl)Cl (configuration not stated)	9	3	5	-0.6	-2	2	5	4	3	-8

An excerpt from above, limited to PLCb3 inh, UHRF1 MBD2 ctr and DDE Tn7 FP inh:
SMILES,PLCb3 inh,UHRF1 MBD2 ctr,DDE Tn7 FP inh
O=[N+]([O-])c1ccc(C2C3C(c4ccccc4)=NC4(CCCCC4)N32)cc1 (configuration not stated),2,-3,-3
O=C(NCCN1CCC2(CC1)C(=O)NCN2c1ccccc1)c1ccc(F)cc1,1,-2,2

Remaining list, next part.
SMILES	PLCb3 inh	MBD2 inh	DDE Tn6 FP inh	proKLK7 act	DDE Tn7 FP inh	UHRF1 MBD2 ctr	PLCg1 inh	ARFGAP1 inh	ADAM17 inh	ASAP1 inh
CCC(=NCCO)c1c(O)n(-c2ccc(Cl)cc2)c(=O)[nH]c1=O	1	-6	4	-0.4	4	-3	-1	6	-1	-9
CC1(C)CSC(Nc2ccc(F)c(Cl)c2)=N1	1	0	2	0.4	4	1	-3	6	-1	2
O=C1CCCN1CC#CCN1CCCC1	-2	-2	-2	-0.3	5	-1	0	12	-7	4
N=Cc1c(O)n(-c2cccc(Cl)c2)c(=O)[nH]c1=O	-2	-2	4	-0.6	-5	-1	-5	1	-3	7
Fc1ccc(Cn2nnnc2C(c2ccc(F)cc2)N2CC=C(c3ccc(F)cc3)CC2)cc1 (configuration not stated)	2	0	-1	-0.2	-3	-1	-2	8	2	-3
COc1ccc(F)cc1C(=O)C1CCCN(Cc2ccc(O)cc2)C1 (configuration not stated)	-25	-7	5	2.8	1	-1	-15	-2	-15	1
O=c1[nH]c(=O)n(CC2CCCO2)c(O)c1/C=C1\C=Nc2ccccc21 (configuration not stated)	-20&-6	-5&-2	4&1	-0.3&-0.5	9&-8	-5&-4	-10&-6	-5&-4	-2&-2	2&-3
CCC1(CC)C(=O)NC(=O)N(c2ccccc2)C1=O	2	0	2	-0.2	-2	-2	1	-5	-4	-7
CCc1ccc(NC(=O)CN2CC(c3ccccc3)CC2=O)cc1 (configuration not stated)	-6	2	2	-0.5	-2	-2	1	-13	-3	-8
FC(F)=C(F)CCSc1ncn[nH]1	-3	-1	8	-0.4	0	-2	-1	-5	0	-6
CCc1ccc(-n2c(O)c(C(C)=O)c(=O)[nH]c2=O)cc1 (tested in a mixture with another compound)	-2	-10	0	0.0	2	-1	1	-5	-4	-3
CN(C)c1cccc(CN2CCN(c3ccccc3)CC2)c1	0	0	-1	1.0	2	-1	3	8	-4	-2
CCC(CC)N1CCN(Cc2nc3ccccc3c(=O)n2-c2ccc(F)cc2)CC1	-5	1	12	-0.5	5	2	-3	2	-2	-1
COC(=O)C1=C(c2ccccc2)C[C@@H]2CC[C@H]1N2C(=O)NCCO	2	-6	-3	0.2	1	0	1	9	-1	8
Cc1cc(C)c(Cn2c(C(=O)O)c(C=O)c3ccccc32)c(C)c1	-3	-1	5	0.2	-4	-1	1	1	-2	0
Cc1cccc(CCNCc2cc3cc(C)cc(C)c3[nH]c2=O)c1	-179	-4	0	2.0	-2	-7	-150	6	-25	7
CC12C=CC(=O)CC1CCC1C2CCC2(C)C(O)C(O)CC12 (configuration not stated)	2	-3	-8	0.9	2	1	4	16	-7	1

A portion of the library; the hit share may differ from the screen's.
